Source: PubChem BioAssay
IL-2 act – qHTS of IL-2 Activators; IL-2 activation reporter assay, cell-based qHTS; stimulated with anti-CD3/CD4/CD28 beads; in transgenic mouse T cells; AID 652025, 2013; actives 0.065% (n = 360,000); activation, % (series mostly up to about 46 µM); in the data active means activation above about 50%; inconclusive means mostly about 30% to 49%; further: 0% is about no effect
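Screening format: compound pinned onto unstimulated transgenic mouse T cells, 60 min incubation, then anti-CD3/anti-CD4/anti-CD28 bead stimulation for 18 hours at 37 degrees C, followed by EGFP and DsRed detection.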
GLP1R inv ag – qHTS of GLP-1 Receptor Inverse Agonists (Inhibition Mode); Glucagon-like peptide 1 receptor (Homo sapiens), P43220; HEK293 GLP-1R CRE-luciferase, luminescence, 24 h; GLP-1R form is constitutively active; Potency, µM (series often up to 38.3 µM), without a hit: at the top dose activity change, negative = inhibition, usual class: inhibitors; actives 1.6% (n = 410,000); further: potency means the concentration at half of the fitted maximal effect; on the % scale 0 is the no-effect control and ±100 the full control effect; nearly all actives have a fitted effect of over 55% in size
Target sequence (P43220 whole entry, looked up): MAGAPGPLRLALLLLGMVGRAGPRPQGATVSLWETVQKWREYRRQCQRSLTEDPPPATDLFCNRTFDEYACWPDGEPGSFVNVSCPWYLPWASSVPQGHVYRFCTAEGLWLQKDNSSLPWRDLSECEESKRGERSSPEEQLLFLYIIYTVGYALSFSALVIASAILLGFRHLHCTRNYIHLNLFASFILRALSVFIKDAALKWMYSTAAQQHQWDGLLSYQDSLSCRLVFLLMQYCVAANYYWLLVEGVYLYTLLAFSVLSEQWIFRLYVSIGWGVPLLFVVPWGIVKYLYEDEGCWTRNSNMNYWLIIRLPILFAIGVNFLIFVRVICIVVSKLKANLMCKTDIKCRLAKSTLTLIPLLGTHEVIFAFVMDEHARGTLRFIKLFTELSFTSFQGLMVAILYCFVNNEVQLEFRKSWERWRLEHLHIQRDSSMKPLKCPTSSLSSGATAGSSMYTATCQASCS
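Inverse agonism was detected as reduced cAMP-driven luciferase luminescence after 24 h compound treatment. The cells were HEK293 clones expressing constitutively active human GLP-1R with the reporter. Reporter-only and GPR119 cell lines served as counterscreen controls.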
GLP1R cytotox – qHTS of GLP-1 Receptor Inverse Agonists: Cytotox Screen; HEK293 cAMP-luciferase reporter cells, luminescence, 24 h; Potency, µM (titrated, usually from 38.3 µM), for the others: top-dose activity change, negative = inhibition, actives largely listed as inhibitors; actives 0.13% (n = 410,000);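 further: loss of luciferase light is scored as toxicity; potency means the concentration at half of the fitted maximal effect; on the % scale 0 is the no-effect control and ±100 the full control effect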
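Cells in DMEM/10% Nu serum/1% pen-strep, 1536-well format. Pre-incubated 12 h, dosed with 23 nL compound, incubated a further 24 h. Luciferase detection, 12 min at room temp, luminescence.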
D3 ag – qHTS of D3 Dopamine Receptor Agonist: qHTS. D(3) dopamine receptor (Homo sapiens), P35462. D3R DiscoveRx beta-arrestin cells, luminescence, 90 min. max activation, %. actives 0.58% (n = 410,000). AID 652048, 2013; in the data active means max activation above about 30%; further: 0% is about no effect; mostly tested at two doses, the higher about 12 µM
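Agonist mode: compounds and dopamine controls were applied to plated cells for 90 min at 37 degrees C after an overnight attachment at 1500 cells/well. Luminescent read-out followed 30 - 60 minutes at room temperature with DiscoveRx detection reagent.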
GLP-1R agonist – qHTS of GLP-1 Receptor Agonists | Glucagon-like peptide 1 receptor (Homo sapiens), P43220 | HEK293 GLP-1R CRE-luciferase, luminescence, 4-6 h; cells express a hypersensitive GLP-1R form | Potency, µM (top dose mostly 45.6 µM), for the others: at the top dose activation, most hits filed as activators | actives 0.007% (n = 380,000) | AID 624172, 2012; further: potency means the concentration at half of the fitted maximal effect; % of control where 0% means no effect
WRN helicase inh – qHTS for Inhibitors of WRN Helicase; WRN helicase unwinding, fluorescent forked duplex, kinetic; AID 651768, 2012; actives 0.46% (n = 360,000); Potency, µM (doses to about 114 µM), without a hit: at the highest dose activity change, negative = inhibition, most hits filed as inhibitors; further: potency means the concentration at half of the fitted maximal effect; on the % scale 0 is the no-effect control and ±100 the full control effect; nearly all actives have a fitted effect of over 55% in size
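Kinetic fluorescence helicase assay: unwinding of a quenched forked DNA duplex (100 nM final) with 2 mM ATP final raises red fluorescence (525/598 nm). Compounds sat 15 min at room temperature with 20 nM WRN beforehand.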
D3 antag – qHTS of D3 Dopamine Receptor Antagonist: qHTS. D(3) dopamine receptor (Homo sapiens), P35462. D3R cells, DiscoveRx beta-arrestin luminescence, antagonist mode; active compounds read low. max response, negative = inhibition, %. actives 2.5% (n = 360,000). AID 652054, 2013; in the data active means max response below about -50%; inconclusive means no clear call, values can overlap the other calls; further: on the % scale 0 is the no-effect control and ±100 the full control effect; mostly tested at two doses, the higher about 12 µM
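Cells plated overnight at 1500 cells/well, then exposed to library compounds with dopamine controls for 90 minutes at 37 degrees C. DiscoveRx reagent added for 30–60 minutes at room temperature; luminescence read, quantitative HTS format.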
PI5P4K alpha inh – qHTS for Inhibitors of phosphatidylinositol 5-phosphate 4-kinase (PI5P4K). Phosphatidylinositol 5-phosphate 4-kinase type-2 alpha (Homo sapiens), P48426. PI5P4Kalpha enzyme, ADP-Glo luminescence, 60 min; active compounds read low. max response, %. actives 1.2% (n = 330,000); active means max response of -50% or lower; inconclusive means between -30% and -50%; inactive means -30% or higher; further: value at the top dose of about 77 µM; on the % scale 0 is the no-effect control and ±100 the full control effect
Target sequence (P48426 whole entry, looked up): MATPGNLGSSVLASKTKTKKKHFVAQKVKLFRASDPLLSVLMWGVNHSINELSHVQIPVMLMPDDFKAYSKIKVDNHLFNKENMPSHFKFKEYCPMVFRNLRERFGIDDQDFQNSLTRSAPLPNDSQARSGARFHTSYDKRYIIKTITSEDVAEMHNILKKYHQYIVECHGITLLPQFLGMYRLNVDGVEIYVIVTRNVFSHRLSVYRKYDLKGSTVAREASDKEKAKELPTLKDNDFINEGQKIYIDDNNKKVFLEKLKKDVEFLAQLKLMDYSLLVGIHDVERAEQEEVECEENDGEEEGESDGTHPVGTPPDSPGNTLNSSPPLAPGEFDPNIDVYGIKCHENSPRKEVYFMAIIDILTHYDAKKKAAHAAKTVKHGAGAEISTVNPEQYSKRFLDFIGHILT
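Human PI5P4Kalpha with substrate in 0.038 M HEPES pH 7.4, 0.28 mM EGTA, 0.1% CHAPS, 5% DMSO; reaction started with 5 microM ATP (final), 60 min at room temperature. ADP formed read by ADP-Glo luminescence.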
PLK1 PBD inh – qHTS for Inhibitors of PLK1-PDB (polo-like kinase 1 - polo-box domain): Primary Screen. Serine/threonine-protein kinase PLK1 (Homo sapiens), P53350. Plk1 PBD binding of FITC phosphopeptide, fluorescence polarization. Potency, µM, for the others: max response, negative = inhibition, usual class: inhibitors. actives 2.8% (n = 360,000); further: potency means the concentration at half of the fitted maximal effect; series mostly up to about 57 µM; on the % scale 0 is the no-effect control and ±100 the full control effect; nearly all actives have a fitted effect of over 65% in size
Starred values were filed as active, the others as inactive; ? = inconclusive; . = not tested or not shown; [ ] = another dose, or the depositor's remark. Unless noted, the call rests on the fitted dose curve; in most records, active means well fitted curve in the direction sought with a large enough effect; inconclusive means small, poorly fitted or top-dose-only effect, or another doubt; inactive means no such curve, though single readings can be large; an effect the other way counts as inactive or inconclusive.

SMILES	IL-2 act	GLP1R inv ag	GLP1R cytotox	D3 ag	GLP-1R agonist	WRN helicase inh	D3 antag	PI5P4K alpha inh	PLK1 PBD inh
O=CN1CCCN(Cc2nc(Cc3ccccc3F)no2)CC1	0.6	11.4%	-23.8%	-5.2	7.3%	-3.0%	0.5	0.7	0.6%
COc1ccc(-c2cc(-c3nnc(COC(=O)CC4CC5CCC4C5)o3)c3ccccc3n2)cc1OC (stereo not drawn)	2.1	36.1%[activator]	4.2%	4.9	12.4%	-14.9%	2.9	1.6	6.4%
COc1ncc(-c2ccc3c(c2)S(=O)(=O)c2cccc(C(=O)NCc4ccco4)c2C3=O)cn1	0.1	7.9%	4.0%	23.0	4.0%	5.4%	56.2	-8.9	-15.6%
CNNC(=S)Nc1cccc(SC)c1	-4.4	?	2.7%	10.1	5.0%	-11.2%	13.7	7.6	-3.4%
C/C(=C\c1ccccc1)C(=O)Nc1ccc(S(=O)(=O)Nc2ncccn2)cc1	2.0	11.6%	16.1%	2.9	-3.4%	0.7%	3.9	-0.4	-9.7%
CC[C@@H]1Cc2[nH]c(=O)[nH]c(=O)c2[C@H](c2ccc(Cl)cc2)O1	0.1	17.7%	-1.7%	7.3	6.1%	5.4%	17.5	-2.1	3.5%
CC(=O)OCC(=O)Nc1c(C)cccc1C	-0.5	-27.6%	-4.3%	2.2	-6.6%	-10.8%	-3.9	-2.1	-13.2%
CC(C)(C)NC(=O)NC(=O)CN1CCN(c2ccccc2O)CC1	-0.2	2.8%[0.307 µM]	15.3%[0.307 µM]	4.9	-7.9%	5.9%	0.9	3.5	-15.3%
COc1ccc2cc(C#N)c(NC(C)C)nc2c1	-1.4	2.7%	15.9%	3.1	0.4%	-14.6%	4.1	-10.2	?
COCCC(=O)N1CCC(Oc2ccc(C(=O)N(C)CCCC3CCCC3)cc2)CC1	-1.4	-22.0%	0.4%	2.8	9.6%	-9.2%	?	7.2	-4.9%
CCN1CCN(c2cc(C)c3cc(NC(=O)c4cccnc4Cl)ccc3n2)CC1	1.0	-38.7%	-20.6%	-3.2	5.0%	3.1%	-12.8	.	0.9%
Cc1cccn2c(=O)c(/C=C(\C#N)C(N)=O)c(Oc3ccccc3)nc12	0.3	7.5%	-16.0%	-3.6	10.6%	-4.2%	-7.2	-10.4	-6.5%
Oc1ccccc1C=NNC(=S)NN=Cc1ccccc1O	0.1	1.8%	51.7%[activator]	3.3	10.5%	-15.6%	-5.1	-23.3	0.0%
Cc1ccc(S(=O)(=O)CNC(=S)c2ccc3ccccc3c2)cc1	-0.1	?	?	-4.3	-0.8%	-21.4%	0.0	-12.2	?
O=C(NCCCN1CCN(CCCNC(=O)c2cccc([N+](=O)[O-])c2)CC1)c1cccc([N+](=O)[O-])c1	-0.3	10.1%	-11.5%	-2.9	-2.1%	0.6%	-3.1	-4.2	1.2%
FC(F)(F)c1cc(Cl)c2nnc(-c3cccnc3)n2c1	0.4	0.4%	-8.8%	7.3	4.7%	-0.7%	1.0	3.6	-0.2%
O=C1C2C(C(=O)N1c1ccccc1)N1CCCN1C2c1ccccc1 (stereo not drawn)	-2.7	-10.9%	-17.6%	-2.6	0.7%	7.3%	-11.6	2.6	6.1%
COc1ccc(Cn2c(-c3ccco3)nc3oc4cc(OC)ccc4c(=O)c3c2=O)cc1	9.8	6.1%	9.0%	-1.5	-3.2%	-18.5%	-8.7	-26.9	-12.3%
O=C(C[C@@H]1C/C=C\C[C@H](NC(=O)OCC2c3ccccc3-c3ccccc32)C(=O)OC[C@H]2CCCN2C1=O)N[C@@H](CO)Cc1ccccc1	-0.6	-14.5%	-15.4%	0.7	3.7%	0.1%	0.0	-8.8	-3.6%
C[C@@H]1COC(=O)[C@@H](CC(=O)OC(C)(C)C)C/C=C\C[C@H](CC(=O)NCCO)C(=O)N1	0.4	8.9%	-0.2%	-0.6	-0.5%	3.8%	-10.7	8.4	-1.2%

Single records, as listed above.
Cc1cccn2c(=O)c(/C=C(\C#N)C(N)=O)c(Oc3ccccc3)nc12 as listed: IL-2 act: 0.3; GLP1R inv ag: 7.5%; GLP1R cytotox: -16.0%; D3 ag: -3.6; GLP-1R agonist: 10.6%; WRN helicase inh: -4.2%; D3 antag: -7.2; PI5P4K alpha inh: -10.4; PLK1 PBD inh: -6.5%
COc1ccc(Cn2c(-c3ccco3)nc3oc4cc(OC)ccc4c(=O)c3c2=O)cc1 as listed: IL-2 act: 9.8; GLP1R inv ag: 6.1%; GLP1R cytotox: 9.0%; D3 ag: -1.5; GLP-1R agonist: -3.2%; WRN helicase inh: -18.5%; D3 antag: -8.7; PI5P4K alpha inh: -26.9; PLK1 PBD inh: -12.3%

Additional compounds
SMILES	IL-2 act	GLP1R inv ag	GLP1R cytotox	D3 ag	GLP-1R agonist	WRN helicase inh	D3 antag	PI5P4K alpha inh	PLK1 PBD inh
CCOC(=O)C1CCN(Cc2cccc(OCc3ccccc3)c2)CC1	-3.9	?	-3.9%	2.9	11.4%	0.6%	-66.5*	5.7	2.4%
COc1ccc(CNC(=O)CCS(=O)(=O)c2cccc3nonc23)cc1	-1.9	-9.5%	-6.3%	1.5	-7.7%	-3.0%	-1.7	0.7	-19.3%
COc1ccc2c(c1)OC(=O)CC2c1ccccc1OC (stereo not drawn)	0.7	8.5%	-2.4%	-7.7	7.0%	-1.6%	?	1.2	-9.9%
COc1ccc(Nc2nc(N)nc(CN3CCOCC3)n2)cc1	-0.1	13.2%	-8.4%	1.0	-3.1%	6.9%	3.8	0.1	?
Clc1ccc(CO/N=C2\CCCc3nonc32)c(Cl)c1	-4.3	-9.5%	15.2%	5.3	21.4%	-14.4%	-11.9	-2.0	0.9%
Cc1ccc(-c2csc(NC(=O)N3CCOCC3)n2)cc1	-0.9	-2.7%	-1.8%	9.2	14.8%	4.9%	-1.9	9.5	-5.9%
CC(C)C[C@H]1CNC(=O)C(=O)N1C[C@H]1CCCN1C[C@H](Cc1ccc(O)cc1)N1C[C@H](CC(C)C)N(CC2CCCCCC2)C(=O)C1=O	0.3	16.7%	-1.4%	0.8	-4.7%	4.8%	30.9	-0.4	-0.3%
Cc1ccc(NC(=O)C(C)Sc2nnc3n2CCCCC3)cc1S(=O)(=O)N1CCOCC1 (stereo not drawn)	-0.1	-2.2%	-4.3%	-0.5	1.5%	10.7%	-10.9	1.7	-3.9%
Cc1ccc(CN(Cc2ccccc2)C(=S)NCC(=O)NCc2cccnc2)o1	0.7	-1.7%	-3.3%	-1.7	4.8%	-2.2%	-1.9	2.4	?
CCCCCCc1cc2cc(S(=O)(=O)c3ccc(Cl)cc3)c(=O)oc2cc1O	-1.9	?	272.7%[activator]	21.3	-3.0%	-9.1%	18.9	0.1	-13.7%
O=C(Cc1ccc(F)cc1)NCCc1ccccc1	-2.1	-14.7%	10.5%	-6.5	-1.3%	-8.5%	12.1	.	-2.5%
COc1ccc2c(c1OC)C(=O)N1C2SC(C)(C)[C@H]1C(=O)NC(C)C (stereo partly drawn)	-3.5	2.9%	1.6%	4.9	-4.4%	-0.9%[57.1 µM]	-28.8	5.5	-8.1%
CN1C(=O)NC(c2cccc(F)c2)C2=C1CC(C)(C)CC2=O (stereo not drawn)	-1.6	6.6%	1.1%	4.7	5.9%	-1.5%	10.2	10.7	0.6%
Cc1ccc(NC(=O)Cn2c(O)c(N=NC(N)=O)c3ccccc32)cc1	-2.9	-25.3%	-6.0%	0.9	12.4%	-19.3%	1.1	-0.8	-1.5%
COc1cccc2c(=O)n(CC(=O)Nc3ccc(F)cc3)ccc12	-1.2	-3.7%	6.0%	-5.2	-0.7%	-16.0%	-8.3	1.7	-25.5%
Cc1ccc(-n2c(Cc3cccs3)nnc2SCC(=O)Nc2ccc(S(N)(=O)=O)cc2)cc1	-2.2	4.4%	-0.2%	0.1	-3.6%	-4.9%	11.8	.	-5.9%
COc1ccc(NC(=O)/C(=C\c2ccco2)NC(=O)c2ccco2)cc1	0.3	2.1%	9.0%	5.4	9.2%	-6.3%	5.5	0.4	-6.8%
CN1C(=O)c2cccc(N(C)C)c2C1=O	-2.7	-21.6%	6.1%	5.1	-5.8%	1.5%	?	.	-10.1%
COc1cccc(C2CC(c3ccc(C)cc3)n3ncnc3N2)c1 (stereo not drawn)	-0.6	-10.9%	-1.6%	3.9	6.7%	1.7%	16.3	2.7	-2.9%
CCOCCCNC(=O)N[C@@H](Cc1ccccc1)C(=O)OC	0.5	2.4%	57.8%[activator]	8.1	3.2%	1.8%	-8.3	2.2	-2.0%
COc1ccc(OC)c(NC(=O)CC2SC(=Nc3ccc(F)cc3)N(CCC3=CCCCC3)C2=O)c1 (stereo not drawn)	-2.5	4.47µM*	-7.8%	2.0	9.6%	-15.1%	4.2	2.3	-3.3%
CC12CCC(=O)N1C(C(=O)N1CCN(c3ccc(C(F)(F)F)cc3[N+](=O)[O-])CC1)CS2 (stereo not drawn)	-2.5	-13.0%	11.0%	0.5	-14.8%	-25.1%	-10.2	-3.6	-8.8%
NC(=O)c1ccc(N2CCCCC2)c(N2C(=O)CCC2=O)c1	-0.4	-2.7%	6.8%	-6.8	-10.5%	-3.3%	8.9	-4.2	-8.2%
COCCCNC(=O)c1ccc(S(=O)(=O)c2ccc(Cl)cc2)c(NC(C)=O)c1	-0.7	-0.8%	0.1%	0.4	-0.7%	1.9%	-0.8	0.5	10.0%
COc1cccc(C(=O)N2CCN(C(=O)c3ccc(-c4ccccc4)cc3)CC2)c1OC	1.4	?	-14.0%	-1.9	1.4%	-4.2%	-5.4	1.7	2.7%
